High-throughput results as filed in PubChem BioAssay.
FLuc counter – inhibits or activates purified firefly luciferase, miR-21 counter-screen; P08659; purified FLuc, Km substrates, luminescence inhibition; Potency, µM (titrated, usually from 57.5 µM), for the others: top-dose activity change, negative = inhibition, actives largely listed as inhibitors; 6.9% of 360,000 active;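 note: potency is the fitted concentration of half-maximal effect; plate controls were vehicle for no effect and reference inhibitor for full effect; nearly all actives have a fitted effect of over 55% in size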
Target sequence (P08659 whole entry, looked up): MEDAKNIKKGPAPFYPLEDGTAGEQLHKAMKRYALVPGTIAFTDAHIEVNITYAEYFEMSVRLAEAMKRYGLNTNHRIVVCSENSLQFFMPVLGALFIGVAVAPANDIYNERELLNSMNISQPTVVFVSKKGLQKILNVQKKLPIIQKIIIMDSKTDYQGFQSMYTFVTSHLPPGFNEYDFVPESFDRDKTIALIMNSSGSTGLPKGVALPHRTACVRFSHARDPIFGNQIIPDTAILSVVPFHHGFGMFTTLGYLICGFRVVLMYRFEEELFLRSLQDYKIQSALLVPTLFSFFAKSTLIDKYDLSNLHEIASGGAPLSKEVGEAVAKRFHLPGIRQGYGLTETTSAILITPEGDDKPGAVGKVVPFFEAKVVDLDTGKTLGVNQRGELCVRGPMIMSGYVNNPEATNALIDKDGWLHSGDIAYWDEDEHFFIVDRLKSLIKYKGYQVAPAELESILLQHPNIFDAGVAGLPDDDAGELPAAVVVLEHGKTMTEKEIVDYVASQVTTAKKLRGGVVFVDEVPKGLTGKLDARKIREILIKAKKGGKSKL
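Biochemical qHTS of compounds, final roughly 60 µM downward over six points, against 10 nM purified firefly luciferase using Km concentrations of substrates (10 uM D-luciferin, 10 uM ATP) in Tris acetate pH 7.5 buffer; luminescence output.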
Giardia kill – kills Giardia lamblia | Giardia lamblia trophozoite viability | 0.15% of 340,000 active | activity change, % at 7.66 µM, hits read low | AID 540267; in the data active = activity change below about -80%; inconclusive = between about -30% and that limit;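 note: parasites exposed to compound for two days anaerobically before the ATP read; % is set by controls: 0 for no effect and ±100 for the full control effect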
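Anaerobic 48 hrs incubation at 37 deg C of 100 trophozoites/well with test compounds; ATPLite 1-Step luminescence, 15-30 min RT, reports cellular ATP as viability.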
RORgamma inh – blocks mouse ROR gamma transcriptional activity. P51450. Drosophila S2 Gal4-RORgamma UAS-luciferase reporter, 20 h. Potency, µM (series often up to 53.6 µM), for inactives: top-dose activity change, negative = inhibition, most hits filed as inhibitors. 5.4% of 310,000 active. AID 2551; note: potency is the fitted concentration of half-maximal effect; % is set by controls: 0 for no effect and ±100 for the full control effect; nearly all actives have a fitted effect of over 60% in size
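Read-out: Photinus luciferase luminescence; inhibitors lower reporter signal. Insect Schneider cells with Gal4-ROR gamma fusion under metallothionein promoter, UAS reporter; 700 uM final copper sulfate induction, 20 hr, ambient temperature.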
Menin-MLL TR inh – displaces Texas Red mutant MLL peptide from human menin; Potency, µM (titrated, usually from 61.6 µM), for the others: at the highest dose FP activity change, negative = inhibition, actives largely listed as inhibitors; AID 1768; Menin + Texas Red MLL mutant peptide, fluorescence polarization; O00255; 0.23% of 270,000 active; active = well fitted inhibition curve with a large enough effect in the polarisation, with a control signal flat, not every such curve was filed as active; inconclusive = small, poorly fitted or top-dose-only effect, or effect the other way, or a change in a side signal; inactive = no such curve, though single readings can be large or run the other way; the % refers to the polarisation; note: potency is the fitted concentration of half-maximal effect; % of control where 0% means no effect; many of its hits are not listed in these tables
Rab9 promoter act – Rab9 promoter activation | Huh7 Rab9 promoter-luciferase reporter, luminescence, 24 h | Potency, µM (highest dose often 9.22 µM), for the others: at the top dose activation, negative = inhibition, hits mostly activators | 2.8% of 320,000 active | AID 485297; note: potency is the fitted concentration of half-maximal effect; % of control where 0% means no effect; nearly all actives have a fitted effect of over 60% in size
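Promoter activation is measured as luciferase luminescence in Huh7 cells stably transfected with a Rab9 promoter–luciferase construct, following 24 h compound exposure at 37 °C and 10 min reagent incubation at ambient temperature.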
PKM2 activator – PKM2 (human) enzyme activation; P14618; purified PKM2, Kinase-Glo ATP luminescence, activation; response scale: 0% is enzyme alone, no compound; Potency, µM (series often up to 57.5 µM), without a hit: top-dose activation, most hits filed as activators; 0.34% of 260,000 active; AID 1631; note: potency is the fitted concentration of half-maximal effect; % is set by controls: 0 for no effect and ±100 for the full control effect; nearly all actives have a fitted effect of over 55% in size
Target sequence (P14618 whole entry, looked up): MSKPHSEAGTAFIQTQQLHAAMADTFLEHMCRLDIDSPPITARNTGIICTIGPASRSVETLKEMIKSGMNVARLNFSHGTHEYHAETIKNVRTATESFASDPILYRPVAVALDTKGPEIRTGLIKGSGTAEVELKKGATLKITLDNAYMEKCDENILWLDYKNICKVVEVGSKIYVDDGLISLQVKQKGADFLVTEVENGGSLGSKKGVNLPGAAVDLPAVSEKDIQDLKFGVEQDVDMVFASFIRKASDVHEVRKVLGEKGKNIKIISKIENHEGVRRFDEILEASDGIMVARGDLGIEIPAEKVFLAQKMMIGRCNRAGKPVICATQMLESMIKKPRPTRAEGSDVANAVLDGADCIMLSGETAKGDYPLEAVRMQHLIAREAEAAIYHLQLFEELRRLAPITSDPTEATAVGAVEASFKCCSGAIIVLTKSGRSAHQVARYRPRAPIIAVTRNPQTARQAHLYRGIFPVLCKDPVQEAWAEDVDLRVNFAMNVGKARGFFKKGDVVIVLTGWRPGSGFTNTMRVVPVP
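Purified hPK-M2 (>95%) run at intermediate activity with 0.1 mM ADP and 0.5 mM PEP in 50 mM imidazole pH 7.2, KCl, MgCl2; 1 h room temperature. ATP formed read by Kinase-Glo luminescence; normalized to uninhibited and no-enzyme controls.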
ELG1 genotoxic – inducers of genotoxicity in HEK293T ELG1-luciferase cells. 1.3% of 330,000 active. HEK293T ELG1-luciferase reporter, luminescence, 16 h. Potency, µM (titrated, usually from 46 µM), without a hit: at the top dose activity change, positive = activation, hits mostly activators; note: potency is the fitted concentration of half-maximal effect; % of control where 0% means no effect; nearly all actives have a fitted effect of over 60% in size
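Genotoxicity was scored as increased ELG1-luciferase reporter signal, measured by ONE-Glo luminescence (30 min, room temperature). Compound or vehicle exposure of the HEK293T reporter cells lasted 16 hr at 37°C.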
p53 reactivation – mutant p53 re-activation in reporter cells. AID 504706. H1299 p53-A138V BP100-luciferase reporter, luminescence, 24 h. 0.063% of 320,000 active. Potency, µM (top dose mostly 92.2 µM), for the others: at the highest dose activity change, positive = activation, usual class: activators; note: potency is the fitted concentration of half-maximal effect; % of control where 0% means no effect; nearly all actives have a fitted effect of over 45% in size
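p53-null H1299 cells stably carrying temperature-sensitive p53-A138V and a BP100-luciferase reporter were pinned with compounds (4-point, 1:5 series) and held 24 hrs at 37 deg C. Luminescence was read 10 min after detection reagent.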
NPC1 prom act – activates the NPC1 promoter; Potency, µM (top dose mostly 9.22 µM), for inactives: top-dose activation, actives largely listed as activators; 2.4% of 320,000 active; Huh7 NPC1 promoter luciferase reporter, 24 h;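 note: potency is the fitted concentration of half-maximal effect; % of control where 0% means no effect; nearly all actives have a fitted effect of over 60% in size; reporter is driven by a mutant NPC1 promoter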
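Luciferase expression driven by the NPC1 promoter was measured in stably transfected Huh7 cells after a 24 h compound incubation, using a luciferase reagent and a luminescence read.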
VP16 counter – Gal4-VP16 reporter inhibition counter-screen | Drosophila S2 Gal4-VP16 UAS-luciferase, luminescence, 20 h | AID 2546 | Potency, µM (series often up to 53.6 µM), for inactives: at the top dose activity, negative = inhibition, most hits filed as inhibitors | 3.5% of 310,000 active;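 note: Gal4-VP16 expression switched on by copper sulfate through the metallothionein promoter; potency is the fitted concentration of half-maximal effect; % is set by controls: 0 for no effect and ±100 for the full control effect; nearly all actives have a fitted effect of over 50% in size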
BRCA1 expr up – increases BRCA1 expression; MCF7-BRCA1-FFLuc reporter, luminescence, 48 h; response scale: scaled: vehicle 0%, 10 µM genistein 100%; Potency, µM (top dose mostly 46.1 µM), inactives show top-dose activation, most hits filed as activators; 1.1% of 380,000 active; AID 624202; note: potency is the fitted concentration of half-maximal effect; nearly all actives have a fitted effect of over 80% in size; some results filed as inactive show a strong effect at the top dose
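First, MCF7-BRCA1-FFLuc cells (2000/well) attach for 2 h; next, compounds are pin-added and incubated 48 h at 37 °C; finally, luciferase reagent is added and luminescence read after 15 min.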
* marks the source's active call; other numbers are inactive results; ? = inconclusive; · = no result given; & = joins results of further samples; [ ] = remark or other dose. Unless noted, calls come from the whole dose curve; as a rule, active = well fitted curve in the direction sought with a large enough effect; inconclusive = small, poorly fitted or top-dose-only effect, or another doubt; inactive = no such curve, though single readings can be large; an effect the other way counts as inactive or inconclusive. Some of the compounds tested; the hit share may differ from the screen's.

mol,FLuc counter,Giardia kill,RORgamma inh,Menin-MLL TR inh,Rab9 promoter act,PKM2 activator,ELG1 genotoxic,p53 reactivation,NPC1 prom act,VP16 counter,BRCA1 expr up
Cc1ccc(-n2c(SCC(=O)OC(C)C)nnc2-c2ccco2)cc1,-4%,14,?,-13%,-2%,20%,-3%,0%,-3%,?,-16%
O=C(CSCc1ccc(Cl)cc1)Nc1ccc(-c2nnc(-c3ccccc3)o2)cc1,2%,14,-26%,-2%,-2%,-1%,5%,9%,-6%,-4%,64%
C=CCC(CC=C)(C(=O)O)c1ccccc1,-3%[2.3 µM],2,-11%,-11%,3%,-2%,-1%,-1%,-3%,0%,-2%
CC1CCN(S(=O)(=O)CCNC(=O)c2ccc3c(c2)OCO3)CC1,-1%,13,·,·,-1%,·,2%,1%,9%,·,12%
Cc1nc(=O)c(-c2ccccc2)c(C)n1-c1ccccc1,0%,10,·,-28%,-2%,0%,0%,·,-3%,·,-14%
CCCNC(=O)C1CCN(S(=O)(=O)c2ccc3[nH]c(=O)ccc3c2)CC1,-1%,18,-16%,-1%,?,24%,1%,4%,0%,-5%,-24%
O=C(N/N=C/c1ccc(N2CCOCC2)c([N+](=O)[O-])c1)c1ccc(F)cc1,-13%,0,-7%,0%,0%,3%,2%,-4%,-2%,3%,-2%
O=C(NCC(c1cccnc1)N1CCN(c2ccccc2)CC1)OCc1ccccc1 (centres undefined),-1%,23,-14%,-10%,-9%,-6%,0%,1%,2%,-7%,-28%
O=C(COc1ccc2c3c(c(=O)oc2c1)CCCC3)N1CCN(c2ccc(F)cc2)CC1,0%,-2,1%,·,-1%,·,-11%,-2%,5%,3%,8%
COc1ccc(CC(=O)NCc2ccccn2)cc1OC,4%,-2,11µM*,?,-5%,-2%,0%,-1%,-3%,-6%,10%
Cc1ccc(COc2ccc(C(=O)NN)cc2)cc1,?,7,?,15%,6%,-2%,8%,?,2%,-14%[10 µM],63%
Cc1cc(N/C(=N\S(=O)(=O)c2ccc(Cl)cc2)c2ccc(F)cc2)no1,-1%,-5,3%,-1%,1%,-3%,1%,1%,-2%,4%,21%
Cc1cc(C(=O)N2CCN(S(C)(=O)=O)CC2)sc1-c1ccccc1,6%,12,2%,14%,-4%,1%,6%,6%,-3%,-8%,1%
CCOc1cccc(OCCCCN2CCOCC2)c1,8%,-1,25%,-16%,-15%,4%,3%,11%,3%,-3%,15%
O=C(Nc1cc(-c2nc3ncccc3o2)ccc1Cl)c1ccc([N+](=O)[O-])o1,1%,-83*,-13%,-4%,12%,1%,-1%,25%,-11%,-16%,0%
Cc1ccc(C)c(Oc2cc(F)nc(N)n2)c1,3%,12,13%,-1%,0%,·,0%,-6%,0%,-1%,-12%
O=C(Nc1nc(-c2cccs2)c(-c2ccccc2)s1)c1ccco1,-3%,-4,?,?,5%,1%,4%,5%,-8%,7.9µM*,-7%
Cc1cccc(CSc2ccc(-c3cccs3)nn2)c1,8.5µM*,10,36%,11%,?,-4%,14%,?,?,-4%,?
Cc1[nH]n(C(N)=S)c(=O)c1N=Nc1ccc(Cl)cc1Cl,11µM*,-14,0.56µM*,?,4µM*,·,?,?,?,2.8µM*,82%
Cc1ccc(CNC(=O)CCSCc2ccccc2F)cc1,?,17,0%,-1%,-5%,·,0%,7%,-6%,-10%,1%
COc1ccccc1CN1CC(C(=O)NCc2cc(C)on2)CCC1=O (centres undefined),-8%,-1,14%,·,-5%,-10%,9%,0%,1%,13%,-1%
O=C(Nc1ccccc1Cl)C1CCN(Cc2cnn(-c3ccccc3)c2-n2cccc2)CC1,1%,6,19%,-2%,-2%,9%,-6%,16%,0%,?,-47%
CCOC(=O)N1CCC(NC(=O)CC2C(=O)NCCN2Cc2cccc(F)c2F)CC1 (centres undefined),0%,10,-10%,·,17%,7%,1%,-12%,1%,3%,-2%
O=C(NCc1ccncc1)C(=O)N/N=C/c1ccccc1OCc1ccccc1,-1%,2,-17%,4%,-11%,-7%,8%,4%,0%,2%,13%
Cc1ccnc(SCC(N)=O)n1,-3%,4,10%,0%,1%,-1%,0%,5%,-1%,13%,20%
Cc1cccc(OCCCC(=O)NNC(=O)CCN2CCN(c3ccccc3)CC2)c1,0%,3,·,·,-2%,·,-4%,-4%,-1%,·,-4%
CCOC(=O)C1CCN(Cc2cccc(Oc3ccc(Cl)cc3)c2)CC1,6%,1,-14%[1.91 µM],-11%,-4%,0%,-7%,·,-3%,12%,0%
O=C(NCCc1cccs1)C(c1ccccc1)c1ccccc1,9%,3,3%,-15%,-4%,-1%,-1%,·,-5%,1%,-10%
Cc1ccc(S(=O)(=O)N(CC(=O)NCc2ccncc2)C2CCCCC2)cc1,1%,-2,-29%,0%,23%,6%,0%,-1%,2%,-6%,-17%
O=C(COc1ccc(F)cc1)Nc1nnc(C2CCCCC2)s1,0%,15,-10%,·,15%,-1%,7%,22%,2%,2%,9%
Cc1ccc(C2CC(c3cccs3)=NN2C(=O)c2ccco2)o1 (centres undefined),-4%,-16,-5%,?,2%,4%,-4%,-4%,-5%,4%[10 µM],-34%
COc1ccc(OCC(=O)OCC(=O)N2C(C)CCCC2C)cc1 (centres undefined),0%,-1,·,·,-4%,·,-1%,1%,0%,·,-1%
Nc1c(NCc2ccccc2)c2ccccc2oc1=O,4%,13,-9%,-7%,-4%,1%,-1%,1%,0%,2%,-29%
O=C(Nc1ccc(F)c(Cl)c1)c1nsc(Cl)c1Cl,2.4µM*,5,?,·,2.8µM*,9%,21µM*,11%,2.2µM*,?,2%
Cc1ccc([N+](=O)[O-])cc1S(=O)(=O)N(C)C,·,·,-6%&3%,2%&7%&6%&4%,2%[46.1 µM],4%,·,·,0%[46.1 µM],12%&-8%,·
CCSc1ccc2nnc(-c3ccc(F)cc3)n2n1,0%,-6,36%,1%,0%,1%,0%,-8%,-4%,7%,-1%
COc1cc(OC)cc(C(=O)N[C@H](C(=O)Nc2nc3c(s2)CCCC3)C(C)C)c1,-14%,1,?,13%,-7%,3%,-2%,-3%,2%,-5%,-37%
CCOC(=O)COc1cccc2c(=O)n(CC(=O)N3CCCCC3)ccc12,0%,2,9%,·,2%,-3%,0%,0%,1%,0%,-4%
CN(C)S(=O)(=O)c1ccc(NC=C(C#N)C#N)cc1,-9%,2,5%,·,4%,14%,-2%,0%,-3%,-3%,-7%
O=C(NCCc1ccccc1)c1nc(CS(=O)(=O)c2ccc(Cl)cc2)no1,-1%,16,32%,2%,1%,3%,-8%,-17%,-3%,14%,1%
COc1cc(/C=C/C(=O)OCC(=O)N(C)CC(=O)Nc2ccc(F)cc2)ccc1OC(F)F,1%,-16,·,·,-7%,·,0%,0%,-4%,·,8%
Cc1cccc(NC(=O)C2CCCN2C(=O)OCC(C)C)c1 (centres undefined),6%,3,11%,3%,0%,0%,-2%,-13%,1%,1%,0%
O=C1Cc2cc(NS(=O)(=O)c3ccc(F)cc3)cc3c2N1CCC3,0%,12,·,·,-1%,·,?,-3%,-2%,·,-21%
O=C(O)CN(CCc1ccccc1)S(=O)(=O)c1ccccc1,1%,-6,1%,4%,-2%,·,-3%,-5%,-3%,3%,22%
Cc1c(C(=O)N2CCCCCC2)oc2ccccc12,5%[2.3 µM],-9,21%,-20%,-2%,-3%,-2%,18%,0%,15%,15%
Cc1ccc([N+](=O)[O-])cc1NC(=O)CSc1nncc2ccccc12,0%,-5,-5%,·,-1%,·,-6%,-4%,-4%,0%,-46%
Cc1ccccc1-c1nnn(Cc2cccc(S(=O)(=O)N3CCOCC3)c2)n1,?,7,·,·,-2%,·,-6%,0%,-1%,·,5%
c1ccc2sc(NC3=NCN(CC4CCCO4)CN3)nc2c1 (centres undefined),-8%,17,43%,0%,28%,1%,10%,13%,17%,24%,?
Cc1c(C(=O)C(=O)N2CCN(C)CC2)c2ccccc2n1C,1%,1,-1%,4%,-4%,-1%,0%,1%,0%,-15%,-1%
Cc1ccc(C(=O)CN(CCC(=O)O)S(=O)(=O)c2ccc([N+](=O)[O-])cc2)cc1,6%,-9,·,·,4%,·,1%,-7%,-3%,·,0%
CCOC(=O)C1CCN(Cc2ccc(OCc3ccccc3)c(OC)c2)CC1,1%,-19,21%,-3%,6%,7%[11.5 µM],-3%,?,-6%,0%,24%
O=C1CN(C(=O)c2ccccc2)c2ccccc2N1,1%,7,3%,-2%,0%,-5%,-11%,-3%,0%,4%,-8%
